Compound activity: PubChem BioAssay, several laboratories
AID364 = cytotoxicity toward Jurkat T cells, primary screen, cell-based, Jurkat E6.1, NIH starter set (AID 364); 2% of 3,300 active; Jurkat E6.1 viability, ATP luminescence, 48 h; higher % means a stronger effect; inhibition, % at 4 µM; hits with a dose series show CC50 in µM;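 active = concentration giving half-maximal inhibition at or below 20 micromolar; inactive = half-maximal concentration above 20 micromolar, or not dose tested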;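 also: 100% = cells treated with 4 µM doxorubicin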
HT29 cell growth-1 = HT29 colon tumor cell growth inhibition, primary screen, imaging, high content imaging, 24 h, CellTiter-Glo (AID 770) | HT29 cell number by imaging, 24 h; stronger effect = higher value | growth inhibition, % at 10 µM | 3,300 tested, under 10 active;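 active = growth inhibition above 90% in viable cell count at a single dose; inactive = growth inhibition below 90%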
A549 NSCLC growth = A549 NSCLC cell proliferation inhibitors – ATP luminescence, human non-small cell lung line, primary screen (AID 371) | growth inhibition, % at 10 µM | 8.4% of 3,300 active | A549 growth inhibition, ATP luminescence; stronger effect = higher value;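 active = mean growth inhibition over the two runs of 50% or more; inactive = mean growth inhibition under 50%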;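 also: compound exposure lasted 72 h before the ATP read; 0% = untreated cell signal and 100% = no luminescence left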
AID772 = HT29 colon tumor cell growth inhibition, primary screen, imaging, high content imaging, 72 h, CellTiter-Glo (AID 772); HT29 cell growth, HCS imaging cell count, 72 h; stronger effect = higher value; growth inhibition, % at 10 µM; 0.6% of 3,300 active;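 active = growth inhibition above 90%, meaning viable cell count cut by more than 90% versus vehicle controls; inactive = growth inhibition below 90%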
HT29 cell growth-2 = HT29 colon tumor cell growth inhibition, primary screen, imaging, high content imaging, 48 h, CellTiter-Glo (AID 771); HT29 cell growth, HCS imaging cell count, 48 h; stronger effect = higher value; 2% of 3,300 active; growth inhibition, % at 10 µM;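 active = growth inhibition above 90%, meaning viable cell count by imaging cut by more than 90% versus vehicle controls; inactive = growth inhibition below 90%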;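 also: percent fewer viable cells counted by imaging than vehicle controls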
HT29 cell growth-1 condensed nuclei = also measured in HT29 cell growth-1; calls as there; condensed nuclei, %; measured here: percent cells with condensed nuclei;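 share of cells whose nuclear area falls below control median minus 1.5 SD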
HT29 cell growth-1 ATP viability = also measured in HT29 cell growth-1; calls as there; growth inhibition, %; measured here: ATP CellTiter-Glo viability
HT29 cell growth-2 condensed nuclei = further read-out of HT29 cell growth-2, marked with its call; condensed nuclei, %; measured here: percent cells with condensed nuclei;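 condensed means Hoechst nuclear area under control median minus 1.5 SD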
AID772 condensed nuclei = recorded beside AID772, whose call it bears; condensed nuclei, %; measured here: percent cells with condensed nuclei;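 condensed means nuclear area below control median minus 1.5 SD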
AID772 second = further read-out of AID772, marked with its call; growth inhibition, %; measured here: ATP CellTiter-Glo viability
* hit, by the source's call. The list is partial (hit frequency here may not be typical).

SMILES	AID364	HT29 cell growth-1	HT29 cell growth-1 condensed nuclei	HT29 cell growth-1 ATP viability	A549 NSCLC growth	AID772	AID772 condensed nuclei	AID772 second	HT29 cell growth-2	HT29 cell growth-2 condensed nuclei
COc1cc(C2Oc3cc(C4Oc5cc(O)cc(O)c5C(=O)C4O)ccc3OC2CO)ccc1O (configuration not stated)	-1%	-27	2.2	-10	9	-30	3	-8	32	3.0
CCCCN(CCCC)CCCOC(=O)c1ccc(N)cc1	-1%	1	2.2	-11	7	15	3	-13	46	1.5
CC1(C)O[C@@H]2C[C@H]3[C@@H]4C[C@H](F)C5=CC(=O)C=C[C@]5(C)[C@@]4(F)[C@@H](O)C[C@]3(C)[C@]2(C(=O)CO)O1	4%	13	2.7	-8	20	26	5	-3	-45	2.2
CCCC(=O)O[C@]1(C(=O)COC(C)=O)CC[C@H]2[C@@H]3C[C@H](F)C4=CC(=O)C=C[C@]4(C)[C@@]3(F)[C@@H](O)C[C@@]21C	0%	34	2.7	-15	26	68	1	12	0	1.6
CCCCCCCCCCCCCCCC(O)C(N)CO (configuration not stated)	6%	46	5.0	37	94*	89	25	95	66	47
CCCC(=O)O[C@]1(C(=O)CCl)[C@@H](C)C[C@H]2[C@@H]3CCC4=CC(=O)C=C[C@]4(C)[C@@]3(F)C(=O)C[C@@]21C	11%	18	1.6	63	40	55	20	68	44	5.7
N=c1nc(N2CCCCC2)cc(N)n1O	-7%	27	6.8	11	2	20	7	14	-22	1.8

Fetched by compound from the list above, two records:
SMILES	AID364	HT29 cell growth-1	HT29 cell growth-1 condensed nuclei	HT29 cell growth-1 ATP viability	A549 NSCLC growth	AID772	AID772 condensed nuclei	AID772 second	HT29 cell growth-2	HT29 cell growth-2 condensed nuclei
N=c1nc(N2CCCCC2)cc(N)n1O	-7%	27	6.8	11	2	20	7	14	-22	1.8
CCCCCCCCCCCCCCCC(O)C(N)CO (configuration not stated)	6%	46	5.0	37	94*	89	25	95	66	47

In another format: 3 of the compounds above.
CCCC(=O)O[C@]1(C(=O)COC(C)=O)CC[C@H]2[C@@H]3C[C@H](F)C4=CC(=O)C=C[C@]4(C)[C@@]3(F)[C@@H](O)C[C@@]21C
  AID364: 0%
  HT29 cell growth-1: 34
  HT29 cell growth-1 condensed nuclei: 2.7
  HT29 cell growth-1 ATP viability: -15
  A549 NSCLC growth: 26
  AID772: 68
  AID772 condensed nuclei: 1
  AID772 second: 12
  HT29 cell growth-2: 0
  HT29 cell growth-2 condensed nuclei: 1.6

COc1cc(C2Oc3cc(C4Oc5cc(O)cc(O)c5C(=O)C4O)ccc3OC2CO)ccc1O (configuration not stated)
  AID364: -1%
  HT29 cell growth-1: -27
  HT29 cell growth-1 condensed nuclei: 2.2
  HT29 cell growth-1 ATP viability: -10
  A549 NSCLC growth: 9
  AID772: -30
  AID772 condensed nuclei: 3
  AID772 second: -8
  HT29 cell growth-2: 32
  HT29 cell growth-2 condensed nuclei: 3.0

CCCCN(CCCC)CCCOC(=O)c1ccc(N)cc1
  AID364: -1%
  HT29 cell growth-1: 1
  HT29 cell growth-1 condensed nuclei: 2.2
  HT29 cell growth-1 ATP viability: -11
  A549 NSCLC growth: 7
  AID772: 15
  AID772 condensed nuclei: 3
  AID772 second: -13
  HT29 cell growth-2: 46
  HT29 cell growth-2 condensed nuclei: 1.5
